Screening data as filed in PubChem.
MITF TRPM1 HTS: activators of MITF-driven TRPM1 promoter reporter, primary screen, cell-based, SK-MEL-5, luciferase, single point; SK-MEL-5 TRPM1-promoter luciferase, 24 h; % of positive control, neutral wells = 0; activation, % at 12.5 µM; actives 0.75% (n = 300,000); AID 588334, 2011;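 active = mean activation of at least 80% with every replicate also reaching 80%; inconclusive = mean reaches 80% but some replicate falls short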;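 note: 0% = neutral control wells and 100% = parthenolide positive control wells; values of inactives mirror those of a sister screen read the other way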
PfHsp90 yeast 2: growth inhibition of PfHsp90-expressing yeast, primary screen, antimalarial PfHsp90 inhibitor project, S. cerevisiae, BacTiter-Glo luminescence, single point, set 2; inhibition, % at 9.4 µM; BacTiter-Glo ATP, 48 h; yeast lacking PDR1 and PDR3 efflux regulators; actives 0.32% (n = 310,000);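 active = every replicate shows inhibition above about 80%, whatever the replicate mean, limit read from the data; inconclusive = mean inhibition reaches the set limit but some replicate falls short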;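 note: 0% = DMSO neutral controls and 100% = 20 µM radicicol positive controls; yeast relying on Plasmodium falciparum Hsp90 in place of its own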
Rtt109 Vps75: inhibitors of C. albicans Rtt109/Vps75 HAT, primary screen, biochemical, ThioGlo CoA-SH fluorescence, plate reader; Histone acetyltransferase RTT109 (Candida albicans (strain SC5314 / ATCC MYA-2876)), …; purified Rtt109/Vps75, 4 h; inhibition, % at 34.9 µM; actives 0.16% (n = 330,000); AID 540336, 2011;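 active = inhibition of at least 50% in every replicate; inconclusive = best replicate reaches 50% inhibition but some replicates fall short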
Target sequence (Q5AAJ8 whole entry, looked up): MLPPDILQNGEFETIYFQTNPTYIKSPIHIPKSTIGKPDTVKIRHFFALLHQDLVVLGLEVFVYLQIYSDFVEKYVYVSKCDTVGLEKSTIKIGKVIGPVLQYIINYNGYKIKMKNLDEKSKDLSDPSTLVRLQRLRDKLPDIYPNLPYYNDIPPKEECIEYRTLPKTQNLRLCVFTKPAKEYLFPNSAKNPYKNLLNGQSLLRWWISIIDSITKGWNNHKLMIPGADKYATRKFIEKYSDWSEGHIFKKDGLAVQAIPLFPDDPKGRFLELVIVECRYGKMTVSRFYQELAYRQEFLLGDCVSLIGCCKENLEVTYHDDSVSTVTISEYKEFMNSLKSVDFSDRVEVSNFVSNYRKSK
SR-BI DiI-HDL act: activators of SR-BI mediated DiI-HDL uptake, primary screen, ldlA[mSR-BI] CHO cells, DiI fluorescence | AID 504775, 2011 | activation, % at 12.5 µM | actives 0.096% (n = 320,000) | 3 h; 100 = double the neutral-control signal;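 active = mean replicate activation of at least 60% and every replicate at or above 60%; inconclusive = mean or all-replicate condition met, but not both; inactive = mean below 60% and not all replicates reaching 60%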;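 note: 0% = median plate neutral-control signal and 100% = twice that signal; values of inactives mirror those of a sister screen read the other way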
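material = CHO ldlA[mSR-BI] cells | medium = Ham's F12 with 0.5% BSA, HEPES 25 mM, pH 7.4 | reagent = fluorescent DiI-HDL, 10 µg/mL final | compound dosing = single-point compound dose | incubation = 3 h, 37 °C | measured by = bottom-read fluorescence, 550/595 nm | measure = HDL uptake via cellular fluorescence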
CAL PDZ FP-1: CAL PDZ peptide-binding inhibitors, primary screen, biochemical, fluorescence polarization, Cer-tagged CAL PDZ, HTS | AID 504414, 2011 | inhibition, % at 20 µM | Golgi-associated PDZ and coiled-coil motif-containing protein (Homo sapiens), Q9HD26 | actives 0.02% (n = 330,000) | purified CAL PDZ, TMR-peptide fluorescence polarization, 1 h;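 active = highest replicate inhibition of at least 40%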;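 note: plate controls were DMSO neutral control wells for no effect and unlabeled competitor peptide control wells for full effect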
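Assay system – tagged CAL PDZ protein CerCALP, purified · Timing – 1 h at RT · Compound – single point, 20 µM · Measured by – fluorescence polarization from S- and P-plane intensities, G-factor corrected · Evaluation – inhibition from polarization loss · Probe or stimulus – TMR reporter peptide T*-PRC34 · Buffer or medium – pH 7.4 phosphate-saline buffer, reducing agent, detergent, IgG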
SR-BI DiI inh: inhibitors of SR-BI mediated HDL lipid uptake, primary screen, ldlA[mSR-BI] cells, fluorescence, single point; actives 0.96% (n = 320,000); inhibition, % at 12.5 µM; Scavenger receptor class B member 1 (Mus musculus), Q61009; ldlA[mSR-BI] CHO cells, DiI-HDL uptake fluorescence, 3 h;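 active = mean replicate inhibition of at least 70% and a set share of replicates each scoring 70 or more; inconclusive = meets just one of the two criteria; inactive = fails both criteria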;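 note: 0% = median of neutral control wells and 100% = median of positive control wells; values of inactives mirror those of a sister screen read the other way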
Target sequence (Q61009 whole entry, looked up): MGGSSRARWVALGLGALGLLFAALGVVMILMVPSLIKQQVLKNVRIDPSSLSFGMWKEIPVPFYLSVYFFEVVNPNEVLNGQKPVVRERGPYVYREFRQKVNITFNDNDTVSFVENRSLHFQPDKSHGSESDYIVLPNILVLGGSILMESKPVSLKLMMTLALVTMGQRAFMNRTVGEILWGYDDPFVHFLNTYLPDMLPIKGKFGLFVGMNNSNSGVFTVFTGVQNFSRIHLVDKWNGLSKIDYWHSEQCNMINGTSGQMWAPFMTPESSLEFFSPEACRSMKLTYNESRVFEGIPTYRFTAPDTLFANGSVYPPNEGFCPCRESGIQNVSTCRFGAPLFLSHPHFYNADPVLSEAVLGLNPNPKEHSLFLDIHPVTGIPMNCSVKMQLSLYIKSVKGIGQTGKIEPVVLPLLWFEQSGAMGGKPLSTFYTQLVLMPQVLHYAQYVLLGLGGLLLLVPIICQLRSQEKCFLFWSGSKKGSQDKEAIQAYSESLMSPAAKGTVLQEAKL
dFosB activator: activators of delta FosB homodimer, primary screen, biochemical, fluorescence polarization, TAMRA-CDK5 oligo, single point; actives 0.99% (n = 340,000); AID 493131, 2011; purified delta FosB; percent of positive-control signal above neutral wells; activation, % at 25 µM; Protein FosB (Mus musculus), P13346;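 active = mean activation above about 17%, with every replicate also reaching it, limit read from the data, passing the limit was not always enough; inconclusive = only one of the two conditions met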;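 note: fluorescence polarization rise as delta FosB binds a TAMRA Cdk5 AP-1 oligo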
PvdQ inh: P. aeruginosa PvdQ acylase inhibitors, primary screen, biochemical, fluorescence, plate reader and imaging, single point | purified PvdQ acylase | actives 0.063% (n = 340,000) | AID 488965, 2010 | inhibition, % at 10 µM | PvdQ acylase [Pseudomonas aeruginosa LESB58]; in the data active = inhibition above about 30%, passing the limit was not always enough; inconclusive = no clear call, values can overlap the other calls;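 note: 0% = vehicle neutral wells and 100% = reference inhibitor wells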
CAL PDZ FP-2: untagged CAL PDZ binding inhibitors, primary screen, biochemical, fluorescence polarization, HTS. Golgi-associated PDZ and coiled-coil motif-containing protein (Homo sapiens), Q9HD26. purified CAL PDZ, TMR-peptide fluorescence polarization, 1 h. inhibition, % at 24.9 µM. actives 0.92% (n = 300,000). AID 602252, 2012;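 active = mean inhibition of at least 30% with at least half of replicates also reaching 30%; inconclusive = no clear call, values can overlap the other calls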;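 note: 0% = DMSO neutral control and 100% = excess unlabeled competitor peptide PRC23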
NSD2 inh: NSD2 histone methyltransferase inhibitors, primary screen, biochemical, AlphaScreen, single concentration, set 2 | actives 0.54% (n = 310,000) | AID 743445, 2014 | inhibition, % at 12.5 µM | NSD2 peptide methylation, 120 min; in the data active = inhibition above about 50%
An asterisk follows results filed as active; ? = inconclusive; . = no result given.

Letters – A = MITF TRPM1 HTS; B = PfHsp90 yeast 2; C = Rtt109 Vps75; D = SR-BI DiI-HDL act; E = CAL PDZ FP-1; F = SR-BI DiI inh; G = dFosB activator; H = PvdQ inh; I = CAL PDZ FP-2; J = NSD2 inh
CC1CC(C)CN(CCCNC(=O)CCNC(=O)Cn2ccc3ccccc3c2=O)C1 (configuration not stated)
  A: 5	B: -12	C: 5	D: -4	E: -2.8	F: 4	G: -2	H: -12	I: -1	J: .
C=C(C)c1cccc(C(C)(C)NC(=O)N2CCN(C)CC2)c1
  A: 2	B: -22	C: 3	D: 21	E: .	F: -21	G: 2	H: 3	I: -5	J: -2
O=C(Cn1cnc2c(cnn2-c2ccc(F)cc2)c1=O)N1CCN(c2ccccc2F)CC1
  A: -5	B: 2	C: 14	D: -1	E: -0.5	F: 1	G: ?	H: -1	I: -2	J: -4
COc1cc2c(cc1OC)C(c1ccc(Br)cc1)N(C(=O)c1ccccc1C(=O)O)CC2 (configuration not stated)
  A: 5	B: -9	C: 0	D: .	E: -1.8	F: .	G: -12	H: -15	I: .	J: 0
COc1ccc(S(=O)(=O)N(C)c2ccc(C(=O)NCc3ccccn3)cc2)cc1
  A: -5	B: -3	C: 2	D: -20	E: -1.5	F: 20	G: -1	H: -14	I: -6	J: -2
CC(C#N)(NC(=O)CN1CCN(S(=O)(=O)c2ccc(Br)cc2Cl)CC1)C1CC1 (configuration not stated)
  A: -3	B: 9	C: -1	D: 22	E: -0.7	F: -22	G: -3	H: -14	I: 0	J: 2
N#CCC(=O)Nc1ccc(C(=O)Nc2cccc(S(N)(=O)=O)c2)cc1
  A: -2	B: -1	C: 16	D: -41	E: 0.1	F: 41	G: -10	H: -3	I: 3	J: 2
O=C(COc1ccc(Cl)cc1)Nc1cc(NC(=O)COc2ccc(Cl)cc2)cc(C(=O)O)c1
  A: .	B: -20	C: -4	D: 29	E: .	F: -29	G: -8	H: -15	I: 86*	J: -1
Cc1cc(NCc2ccncc2)ccc1Br
  A: 24	B: -6	C: .	D: 10	E: -1.4	F: -10	G: -5	H: -6	I: -5	J: 1
COc1nnc(-c2ccc(N3CCCCC3)c(NC(C)=O)c2)c2ccccc12
  A: 7	B: 17	C: 1	D: -25	E: -2.6	F: 25	G: -5	H: -17	I: -2	J: 3
O=C(CN1CCN(CC(=O)c2ccc(Cl)cc2)CC1)c1ccc(Cl)cc1
  A: 7	B: .	C: 0	D: 1	E: -0.3	F: -1	G: -13	H: -10	I: .	J: 0
Cc1cc(NC(=O)COc2ccc(N(C)S(=O)(=O)c3ccccc3)cc2)no1
  A: .	B: -1	C: -1	D: 16	E: -4.7	F: -16	G: -3	H: -13	I: -5	J: 0
COC(=O)c1sc(S(=O)(=O)NCC(=O)O)c(C(=O)OC)c1C
  A: 14	B: 2	C: 0	D: -6	E: -0.4	F: 6	G: 3	H: -10	I: -5	J: -3
Cc1ccc(NC(=O)CCC(=O)OCC(=O)c2ccc(-c3ccccc3)cc2)cc1
  A: -1	B: -31	C: -3	D: -33	E: -3.4	F: 33	G: 1	H: -18	I: -1	J: -2
O=C(CSC(=S)N1CCOCC1)Nc1nc(-c2ccccc2)c(-c2ccccc2)o1
  A: .	B: .	C: -3	D: -5	E: -2.1	F: 5	G: 13	H: -24	I: 2	J: 2
CC(=O)N[C@@H](Cc1c[nH]c2ccccc12)C(=O)NC1CCCc2ccccc21 (some centres not stated)
  A: -15	B: -8	C: 0	D: .	E: -1.7	F: .	G: 2	H: 3	I: -2	J: -5
Cn1c2ccccc2c(=O)c2ccc(NCc3ccc4c(c3)OCO4)cc21
  A: 20	B: -1	C: 6	D: 1	E: -1.9	F: -1	G: 1	H: -10	I: -4	J: .
Cc1cc(C)cc(N(CCC(=O)O)S(=O)(=O)c2ccc3ccccc3c2)c1
  A: 6	B: 19	C: 28	D: 22	E: -2.5	F: -22	G: -2	H: 13	I: -5	J: -2
CC1CCN(S(=O)(=O)c2ccc3c(c2)c(=O)c(C(=O)N2CCCCC2)cn3C)CC1
  A: .	B: 5	C: 4	D: 34	E: -0.2	F: -34	G: 0	H: -7	I: -5	J: -1
Cc1ccc(NS(=O)(=O)c2cccs2)nc1
  A: 3	B: -25	C: -4	D: 11	E: -0.7	F: -11	G: 2	H: -5	I: -2	J: -3
COc1ccc(S(=O)(=O)O)cc1P(=O)(c1ccccc1)c1ccccc1
  A: 7	B: 2	C: -19	D: 39	E: -1.1	F: -39	G: -3	H: -17	I: 4	J: 0
O=C(O)c1[nH]c2ccccc2c1C=NCc1ccccc1Cl
  A: -9	B: -27	C: 3	D: -11	E: -0.7	F: 11	G: -3	H: -5	I: .	J: 1
CN(C)c1ccc(-n2cccc2/C=C2/SC(=Nc3ccc(F)cc3)NC2=O)cc1
  A: -1	B: -23	C: 2	D: -46	E: -0.2	F: 46	G: 2	H: -7	I: -1	J: -1
Cc1ccccc1NC(=O)Cc1nc(COC(=O)/C=C/c2ccccc2)cs1
  A: 19	B: -8	C: -26	D: -3	E: -3.1	F: 3	G: -7	H: -19	I: -2	J: -1
O=C(NCc1ccco1)c1cnn2c1NC(c1ccc(Br)cc1)CC2C(F)(F)F (configuration not stated)
  A: -3	B: 3	C: -6	D: 41	E: .	F: -41	G: -17	H: 2	I: -4	J: 2

Sorted by count of non-hydrogen atoms (low to high): three of the compounds above
Letters – A = MITF TRPM1 HTS; B = PfHsp90 yeast 2; C = Rtt109 Vps75; D = SR-BI DiI-HDL act; E = CAL PDZ FP-1; F = SR-BI DiI inh; G = dFosB activator; H = PvdQ inh; I = CAL PDZ FP-2; J = NSD2 inh
COC(=O)c1sc(S(=O)(=O)NCC(=O)O)c(C(=O)OC)c1C
  A: 14	B: 2	C: 0	D: -6	E: -0.4	F: 6	G: 3	H: -10	I: -5	J: -3
N#CCC(=O)Nc1ccc(C(=O)Nc2cccc(S(N)(=O)=O)c2)cc1
  A: -2	B: -1	C: 16	D: -41	E: 0.1	F: 41	G: -10	H: -3	I: 3	J: 2
O=C(Cn1cnc2c(cnn2-c2ccc(F)cc2)c1=O)N1CCN(c2ccccc2F)CC1
  A: -5	B: 2	C: 14	D: -1	E: -0.5	F: 1	G: ?	H: -1	I: -2	J: -4

Next part:
Letters – A = MITF TRPM1 HTS; B = PfHsp90 yeast 2; C = Rtt109 Vps75; D = SR-BI DiI-HDL act; E = CAL PDZ FP-1; F = SR-BI DiI inh; G = dFosB activator; H = PvdQ inh; I = CAL PDZ FP-2; J = NSD2 inh
CN(Cc1ccc(Cl)cc1Cl)C(=O)CN1C(=O)NC2(CCCC2)C1=O
  A: -2	B: .	C: -12	D: 15	E: 2.1	F: -15	G: -2	H: -5	I: -2	J: -20
C(=NN=C1c2ccccc2-c2ccccc21)c1ccc2c(c1)OCO2
  A: 31	B: 0	C: -7	D: -36	E: -0.6	F: 36	G: 2	H: 4	I: -2	J: 2
COc1ccc(C)cc1NC(=O)NNC(=O)c1ccoc1C
  A: 10	B: 10	C: 3	D: 0	E: -0.7	F: 0	G: 3	H: -3	I: -5	J: 1
O=C(NCCN1CCOCC1)c1ccc(Cl)c(S(=O)(=O)N2CCCC2)c1
  A: -5	B: -1	C: 1	D: 9	E: -0.3	F: -9	G: -1	H: 11	I: -2	J: -1
CC1(c2nnc(-c3ccncc3)o2)CC(c2ccc([N+](=O)[O-])cc2)=NO1 (configuration not stated)
  A: 4	B: -1	C: 1	D: 12	E: -0.3	F: -12	G: -3	H: 3	I: 0	J: .
O=C(O)c1ccc(N2CC3CC(C2)c2cccc(=O)n2C3)c(NC(=S)Nc2ccc(Br)cc2)c1 (configuration not stated)
  A: -7	B: 20	C: 1	D: 3	E: -0.6	F: -3	G: -4	H: -10	I: .	J: 14
COCC(=O)N1CCC(Oc2ccc(C(=O)N3C[C@@H](C)O[C@@H](C)C3)cc2)CC1
  A: -3	B: 2	C: -15	D: 7	E: -2.1	F: -7	G: -5	H: -17	I: -2	J: 10
C=CCN(CC=C)S(=O)(=O)c1ncn[nH]1
  A: 4	B: -18	C: 11	D: 39	E: -1.0	F: -39	G: 9	H: -11	I: 0	J: 4
O=C(CSc1nc2ccccc2s1)Nc1ccc2c(c1)OCO2
  A: 5	B: -4	C: .	D: 1	E: -2.2	F: -1	G: -8	H: 9	I: 1	J: 0
COc1cccc2cc(C(C)N(CCCN3CCOCC3)C(=S)Nc3ccc(C)c(C)c3)oc12 (configuration not stated)
  A: 6	B: -19	C: 5	D: -2	E: -0.5	F: 2	G: 3	H: -11	I: -7	J: 0
CCCN=C(C)c1c(-c2ccccc2)[nH]n(-c2nc3ccccc3s2)c1=O
  A: .	B: .	C: -5	D: -35	E: -2.9	F: 35	G: -5	H: -8	I: 0	J: 27
CCC(=O)Nc1cc2nn(-c3ccc(OC)cc3)nc2cc1C
  A: 31	B: -31	C: -10	D: 2	E: -1.6	F: -2	G: -3	H: -8	I: -3	J: 1
Cc1ccc(C(=O)NCC(=O)OCC(=O)Nc2ccc(Cl)cc2C(F)(F)F)cc1C
  A: 6	B: -12	C: 1	D: -8	E: -2.2	F: 8	G: -11	H: -1	I: -2	J: -1
Cc1ccc(Cn2c(SCC(C)C)nc3c2c(=O)n(C)c(=O)n3C)cc1
  A: .	B: 25	C: 4	D: -9	E: -1.5	F: 9	G: -14	H: -1	I: -4	J: -1
